Peg3 promoter: reduces Peg3 promoter-driven luciferase expression in HeLa | 1.7% of 360,000 active | inhibition, % at 20 µM | HeLa PEG-Prom luciferase reporter, luminescence, overnight;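 active = inhibition of at least 50% at 20 µM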
NR2E3 ag-1: NR2E3 (human) agonism | Q9Y5X4 | GST-NR2E3/biotin-RetCOR TR-FRET, 1536-well | inhibition of corepressor binding, % at 4.78 µM | 0.12% of 320,000 active | AID 2300;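 active = percent inhibition above the cutoff of mean plus 3 SD of all tested compounds, set per screening campaign, cut at about 20% in these data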;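 also: 0% = DMSO wells and 100% = biotin wells as full block of FRET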
Target sequence (Q9Y5X4 whole entry, looked up): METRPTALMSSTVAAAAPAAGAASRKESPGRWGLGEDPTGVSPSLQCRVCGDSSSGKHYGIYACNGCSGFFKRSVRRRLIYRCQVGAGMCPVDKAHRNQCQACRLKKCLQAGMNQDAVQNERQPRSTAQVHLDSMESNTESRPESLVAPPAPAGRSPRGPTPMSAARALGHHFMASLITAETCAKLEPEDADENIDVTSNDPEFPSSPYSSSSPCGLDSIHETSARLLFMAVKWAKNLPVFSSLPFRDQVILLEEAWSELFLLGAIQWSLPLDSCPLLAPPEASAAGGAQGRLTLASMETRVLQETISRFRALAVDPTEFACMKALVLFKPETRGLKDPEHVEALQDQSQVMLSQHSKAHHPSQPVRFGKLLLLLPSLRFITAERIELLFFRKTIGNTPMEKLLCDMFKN
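Format: 1536-well format; test system: GST-NR2E3 and biotin-RetCOR proteins; read-out basis: percent inhibition of TR-FRET ratio; timing: 5 h incubation at 4 °C; detection: time-resolved FRET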
Shn3 inh set2: inhibitors of Schnurri-3 3'UTR reporter in osteoblasts; Clone20 osteoblast Shn3 3'UTR firefly luciferase, 24 h; 0.52% of 360,000 active; inhibition, % at 12.5 µM; AID 588674;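 active = mean inhibition of at least 75% with every replicate also reaching 75%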;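 also: 0% = median of neutral control wells and 100% = pilot-screen positive control compound; some compounds past the cut are filed as inactive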
hiPSC survival: hiPSC single-cell survival enhancement | AID 602274 | 0.044% of 360,000 active | ATPlite luminescence; 100% = ROCK inhibitor wells, 0% = DMSO | survival enhancement, % at 20 µM; in the data active = survival enhancement above about 18%;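 also: cells exposed to compounds for 16 hours before the ATP read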
H9c2 protect: myocardial damage modulation in H9c2 cells; H9c2 cardiomyocytes, H2O2 injury protection, ATPLite, 2 h; protection from H2O2 cell death, % at 20 µM; 0.63% of 360,000 active; AID 588492;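 active = compounds giving at least 50% protection of heart cells from peroxide-induced death in the single-dose screen, raw or plate-pattern-corrected value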;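 also: 0% = DMSO wells with peroxide and 100% = DMSO wells without peroxide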
HIF-2a inh: blocks HIF-2a reporter activity. 786-0 RCC cells HIF-2a reporter, luciferase luminescence, overnight. inhibition, % at 18.8 µM. 0.72% of 360,000 active. AID 624352;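 active = inhibition of the luminescence signal of 40% or more relative to plate controls, in a single-dose primary screen at 18.75 µM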
NR2E3 ag-2: agonists of human NR2E3 nuclear receptor | AID 602229 | Q9Y5X4 | 0.35% of 360,000 active | inhibition of corepressor binding, % at 3.98 µM | CHO-S Gal4-NCOR/VP16-NR2E3 two-hybrid, luciferase;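 active = inhibition above the mean of all tested compounds plus 3 SD, cut at about 70% in these data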;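 also: 0% = DMSO with NR2E3 transfected cells and 100% = cells lacking NR2E3 construct; higher means lower luciferase signal from less NR2E3 corepressor binding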
CaV13 FRET inh: Primary screen for inhibitors of IQ motif and Ca2+-dependent inactivation inhibitor domain binding in CACNA1D, Förster resonance energy transfer in living cells, …; HEK cells, CFP/YFP FRET ICDI-IQ, plate reader, 10 min; percent FRET-ratio fall versus neutral wells; 0.098% of 340,000 active; inhibition, % at 12.3 µM;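 active = mean replicate inhibition of at least 30% and at least 1% of replicates passing that level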;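 also: 0% = median of the neutral control wells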
MITF TRPM1 inh: MITF TRPM1 promoter inhibition in SK-MEL-5 cells; SK-MEL-5 TRPM1 promoter luciferase, 24 h; inhibition, % at 12.5 µM; 0.83% of 330,000 active;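 active = mean inhibition across replicates of 60% or more, whatever share of single replicates reaches that level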; also: values of inactives mirror those of a sister screen read the other way
HTR2A ag: agonists of mouse serotonin 5-HT2A receptor (HTR2A); P35363; CHO-K1 mHTR2A beta-arrestin complementation, luminescence; percent of 30 µM serotonin response; activation, % at 7.6 µM; 0.66% of 360,000 active; AID 624169;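 active = activation above a run cutoff, the mean activation of all tested compounds plus 3 SD, cut at about 14% in these data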;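 also: 0% = plate median of compound wells and 100% = 30 µM serotonin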
PDI turbidity: blocks human protein disulfide isomerase activity | 0.052% of 350,000 active | PDI insulin aggregation turbidity, A650, 90 min | AID 588391 | inhibition, % at 10 µM;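 active = mean inhibition across replicates of 30% or more, whatever share of single replicates reach that level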;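 also: absorbance from insulin aggregation driven by PDI reduction with DTT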
Target sequence (P07237 whole entry, looked up): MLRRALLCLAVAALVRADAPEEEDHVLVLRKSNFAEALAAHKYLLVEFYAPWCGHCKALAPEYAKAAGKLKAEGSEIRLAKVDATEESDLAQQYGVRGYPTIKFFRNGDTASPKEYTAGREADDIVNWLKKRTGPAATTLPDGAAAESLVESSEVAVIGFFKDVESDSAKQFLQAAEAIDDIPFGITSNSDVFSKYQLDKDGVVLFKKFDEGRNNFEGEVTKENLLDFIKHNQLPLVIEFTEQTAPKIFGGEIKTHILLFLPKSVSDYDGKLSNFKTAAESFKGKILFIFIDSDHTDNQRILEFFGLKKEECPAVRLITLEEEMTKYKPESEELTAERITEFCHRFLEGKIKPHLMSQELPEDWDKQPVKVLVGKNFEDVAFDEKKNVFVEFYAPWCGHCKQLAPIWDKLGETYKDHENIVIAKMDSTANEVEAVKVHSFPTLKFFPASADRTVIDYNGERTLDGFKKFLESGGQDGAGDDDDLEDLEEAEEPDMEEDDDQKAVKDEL
The depositor's hits bear a star; . = no result given. Random draw from the library. Share with any hit: about 3.9%.

SMILES	Peg3 promoter	NR2E3 ag-1	Shn3 inh set2	hiPSC survival	H9c2 protect	HIF-2a inh	NR2E3 ag-2	CaV13 FRET inh	MITF TRPM1 inh	HTR2A ag	PDI turbidity
CS(=O)(=O)c1ccc(Cl)c(C(=O)NC2CCSc3ccccc32)c1 (stereo not given)	-2	2	2	-0.6	-4	-9	-9	-7	5	3	-1
O=C(Nc1ccccc1)N1N=C(c2ccc(F)cc2)CC1c1ccc(F)cc1 (stereo not given)	3	3	2	1.2	-10	7	-18	-5	-2	-4	-9
COCCn1c(C)cc(C(=O)CSc2nnnn2C2CCCC2)c1C	36	1	34	-2.5	-6	-63	56	-3	1	-9	-6
CCCn1c(SCC(=O)c2ccc3c(c2)NC(=O)CO3)nc2ccccc21	27	1	13	-0.9	-21	3	-34	10	9	8	-7
Cc1ccc(NC(=O)c2cc(S(=O)(=O)N3CCOCC3)cs2)cc1	3	0	24	0.9	-11	-10	4	-2	-2	-5	2
CC(=O)Nc1ccc(/C=C2/Sc3ccccc3C2=O)cc1	-112	3	-40	-2.0	-12	0	-4	.	-14	1	-1
COc1ccc(C2(O)CC3CCC(C2)N3c2nc(C)cc(C)c2C#N)cc1 (stereo not given)	28	-1	-1	-3.4	-3	18	-11	.	10	1	0
CCNS(=O)(=O)c1ccc(C)c(-n2cnnn2)c1C	-1	0	7	0.2	1	3	-1	-4	3	10	7
CC(C)(C)NC(=O)c1cccnc1Sc1ccccc1	1	0	15	-0.5	5	1	11	3	-1	-2	9
CC1=C(C(=O)N(C)C)C(c2cccs2)NC(=O)N1 (stereo not given)	7	2	-3	-0.5	-2	-6	-1	.	1	2	3
COc1cc2ccccc2cc1C(=O)Nc1ccccc1N1CCCC1	-3	2	9	0.0	-10	1	-12	-6	12	-3	0
CCOc1ccc(CNS(=O)(=O)c2c(C)nc3scc(C)n3c2=O)cc1OC	-5	-2	4	-0.2	8	9	-7	-2	6	-7	11
COc1ccc2c(C(=O)CCl)c[nH]c2c1	48	2	13	0.4	-6	-32	-23	-4	75*	1	-2
Oc1c(Cl)cc(Cl)cc1C1=NNC(c2ccc(Cl)cc2)C1 (stereo not given)	-60	.	-56	-0.8	2	-34	-14	.	-3	6	-2
COc1ccc(-c2[nH]ncc2CN2CCN(Cc3cccs3)CC2)c(F)c1	1	-2	-13	0.4	-1	1	-4	5	15	-6	2

Complete entries from above. Screens in order: Peg3 promoter | NR2E3 ag-1 | Shn3 inh set2 | hiPSC survival | H9c2 protect | HIF-2a inh | NR2E3 ag-2 | CaV13 FRET inh | MITF TRPM1 inh | HTR2A ag | PDI turbidity
Profile of `Oc1c(Cl)cc(Cl)cc1C1=NNC(c2ccc(Cl)cc2)C1` (stereo not given) : -60 | . | -56 | -0.8 | 2 | -34 | -14 | . | -3 | 6 | -2
Profile of `CCCn1c(SCC(=O)c2ccc3c(c2)NC(=O)CO3)nc2ccccc21` : 27 | 1 | 13 | -0.9 | -21 | 3 | -34 | 10 | 9 | 8 | -7
Profile of `COc1cc2ccccc2cc1C(=O)Nc1ccccc1N1CCCC1` : -3 | 2 | 9 | 0.0 | -10 | 1 | -12 | -6 | 12 | -3 | 0
Profile of `COc1ccc2c(C(=O)CCl)c[nH]c2c1` : 48 | 2 | 13 | 0.4 | -6 | -32 | -23 | -4 | 75* | 1 | -2
Profile of `CS(=O)(=O)c1ccc(Cl)c(C(=O)NC2CCSc3ccccc32)c1` (stereo not given) : -2 | 2 | 2 | -0.6 | -4 | -9 | -9 | -7 | 5 | 3 | -1

The listing picks up with the two entries that preceded the break.
SMILES	Peg3 promoter	NR2E3 ag-1	Shn3 inh set2	hiPSC survival	H9c2 protect	HIF-2a inh	NR2E3 ag-2	CaV13 FRET inh	MITF TRPM1 inh	HTR2A ag	PDI turbidity
Oc1c(Cl)cc(Cl)cc1C1=NNC(c2ccc(Cl)cc2)C1 (stereo not given)	-60	.	-56	-0.8	2	-34	-14	.	-3	6	-2
COc1ccc(-c2[nH]ncc2CN2CCN(Cc3cccs3)CC2)c(F)c1	1	-2	-13	0.4	-1	1	-4	5	15	-6	2
Cc1[nH]nc2c1C(C(C)C)C(C#N)=C(N)O2 (stereo not given)	7	2	14	8.7	-2	11	14	.	13	-2	6
O=C(NCc1nc2ccccc2[nH]1)c1ccc(S(=O)(=O)N2CCCC2)cc1	3	-3	-7	0.4	10	-2	12	4	20	-8	-1
CCC1CCCCN1C/C=C/c1ccccc1[N+](=O)[O-] (stereo not given)	4	3	-4	-1.9	-15	10	15	-7	5	0	-1
Cc1cc(-c2ccc([N+](=O)[O-])cc2)cc(C)n1	-31	.	-18	5.2	-6	-31	4	-3	-8	-2	5
Cn1cc(S(=O)(=O)NCC2CCCO2)c(=O)n(C)c1=O (stereo not given)	7	5	-16	-0.7	2	12	-18	-7	1	4	-5
COc1cccc(N(C(=O)c2ccn[nH]2)C2(C(=O)Nc3c(C)cccc3C)CCCCC2)c1	14	-1	16	-0.1	9	11	-7	-5	-7	3	-2
COc1ccc(CNC(=O)CCSCc2cccc(Cl)c2)cc1	5	0	-19	0.1	-3	4	-14	-20	7	-3	-2
CCOC(=O)c1c(NC(C)=O)sc2c(OCC(O)CNC(C)(C)C)c(Br)ccc12 (stereo not given)	108*	2	-21	-6.2	-16	20	0	-5	72*	-1	0
O=C(CNCc1ccncc1)Nc1cc(S(=O)(=O)N2CCCCC2)ccc1Cl	8	1	7	-0.4	-9	19	-5	-12	.	3	5
O=[N+]([O-])c1ccc(/C=C/c2ccc3ccccc3n2)cc1	-42	2	20	-1.7	-21	-5	-173	-6	5	-2	-7
O=C(CCCN1C(=O)/C(=C/c2cccs2)SC1=S)Nc1cccc(O)c1	61*	0	8	-0.4	-7	14	14	-4	-5	1	14
O=C(NCCc1ccccc1)C1CCC(Cn2c(=O)c3ccccc3n(Cc3cccc(F)c3)c2=O)CC1 (stereo not given)	7	0	17	-0.3	0	9	5	-5	12	4	-2
CCCCNc1nc(NC)nc(Cl)c1SC	-1	-1	10	0.5	-2	12	-34	3	0	-5	-2
CCCCn1c(N)c(N(Cc2ccccc2OC)C(=O)COc2ccccc2OC)c(=O)[nH]c1=O	5	-2	-16	0.0	-1	9	-14	-7	11	12	1
CSCCC(NS(=O)(=O)c1ccc(C)cc1)C(=O)N1CC=C(c2ccccc2)CC1 (stereo not given)	5	-4	6	-0.5	2	12	-43	-5	6	-5	1
COc1cccc(NC(=O)N(C)C[C@H]2Oc3cc(C#Cc4ccncc4)ccc3S(=O)(=O)N([C@H](C)CO)C[C@H]2C)c1	17	.	-16	8.9	13	43*	-5	-6	.	1	0
CCN1CC(=O)Nc2cc(S(=O)(=O)N3CCOCC3)ccc21	-1	3	-7	0.2	1	10	16	-3	5	0	-1
Cc1ccc(C)c(N2CCN(C(=O)c3cn(C)c4ccc(S(=O)(=O)N(C)C)cc4c3=O)CC2)c1	-7	-1	-2	2.0	9	11	-48	-2	.	-2	.
O=C(NC1CCCC1)c1ccc(Cl)c(S(=O)(=O)N2CCOCC2)c1	17	5	6	-0.3	-4	13	-29	-3	5	-1	13
Cc1cc(C)nc(/N=C2\NC(=O)CC(C(=O)O)N2c2ccc(C)c(C)c2)n1 (stereo not given)	7	2	-7	-0.3	7	8	-36	-5	7	3	-15
O=C(Nc1ccccc1N1CCN(c2ccccc2)CC1)c1ccccc1	16	-3	6	0.4	9	-17	-16	-6	16	-4	8
N#Cc1c(N)nc(SCC(=O)NCc2ccc3c(c2)OCO3)c(C#N)c1-c1cccs1	32	-1	-20	-2.5	-7	31	-26	0	10	-1	-2
Nc1sc2c(c1C(=O)NCCc1ccccc1)CCC2	-16	3	-2	-0.8	4	-30	-2	-3	2	5	-7
CC(NC(=O)Cc1ccc(F)cc1)c1ccccc1 (stereo not given)	3	3	-2	-0.9	4	-4	-24	-4	-3	5	14
CN1OC[C@@H]2CN(Cc3ccccc3)[C@H](c3cccc(Oc4ccccc4)c3)C[C@@H]21	13	.	9	3.4	-13	20	-15	-6	6	-1	5
O=C(CCN1Cc2ccccc2C1)c1ccc2c(c1)OCCO2	-3	3	56	1.7	-23	-2	-21	.	4	8	0
COc1cc(NC(=O)CSc2ccc(-c3ccccn3)nn2)cc(OC)c1	39	-1	23	-0.3	70*	-5	-2	-7	26	0	-5
COc1ccc(CNc2nc3ccccc3n2C(C)C)cc1	19	1	3	0.0	-6	2	-24	-2	-8	-2	-1
COc1ccc(-c2nnc(SCC(=O)NC3CCCc4ccccc43)n2N)cc1 (stereo not given)	19	-1	4	0.1	0	18	-2	-19	3	-3	11
C=CCNC(=S)Nc1cccc2[nH]ncc12	-34	1	-3	-0.1	6	-24	6	-3	6	13	2

With a hit mark in MITF TRPM1 inh, of those listed so far:
smiles	Peg3 promoter	NR2E3 ag-1	Shn3 inh set2	HIF-2a inh	NR2E3 ag-2	CaV13 FRET inh	MITF TRPM1 inh	HTR2A ag	PDI turbidity
COc1ccc2c(C(=O)CCl)c[nH]c2c1	48	2	13	-32	-23	-4	75*	1	-2
CCOC(=O)c1c(NC(C)=O)sc2c(OCC(O)CNC(C)(C)C)c(Br)ccc12 (stereo not given)	108*	2	-21	20	0	-5	72*	-1	0

(cont.)
SMILES	Peg3 promoter	NR2E3 ag-1	Shn3 inh set2	hiPSC survival	H9c2 protect	HIF-2a inh	NR2E3 ag-2	CaV13 FRET inh	MITF TRPM1 inh	HTR2A ag	PDI turbidity
COc1ccccc1NC(=O)CSc1nc(=O)n2cc(C)ccc2n1	5	0	12	-0.5	5	0	-25	-6	4	2	-3
CN1C(=O)C(CC(N)=O)N(NC(=O)c2ccc(Cl)cc2)C1=S (stereo not given)	8	-2	11	1.9	3	22	-16	-5	13	5	-10
Cc1ccc(NS(=O)(=O)c2c(C)[nH]c(C)c2C(=O)N2CCCCC2)cc1F	6	2	-4	0.3	2	10	-13	-5	-4	3	0
N#CCC(=O)Nc1ccc(C(=O)N2CCN(c3ccccn3)CC2)cc1	0	-7	-1	3.0	6	4	-31	-3	7	8	10
CCc1cccc(OCCOCCN2CCCC2)c1	3	-7	8	-2.1	-4	9	-3	-4	13	-4	2
O=C(NCc1ccccc1)C1CCC(CNS(=O)(=O)c2cccs2)CC1 (stereo not given)	13	5	7	0.4	0	10	-18	-7	1	-3	14

Screening data: PubChem, several laboratories
